# bCat nuc transl – modulators of beta-catenin nuclear translocation, primary screen, imaging, HeLa cells, immunofluorescence, high-content; AID 1665, 2009; actives 0.3% (n = 190,000); nuclear translocation activity, % at 5 µM;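 active means nuclear translocation activity above 50% at 5 µM, with a well cell count of 50 or more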;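 further: per-cell ratio of nuclear to cytoplasmic median beta-catenin stain intensity; plate controls were DMSO negative control for no effect and GSK-3 inhibitor IX positive control for full effect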
#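 Technique: fluorescence imaging of beta-catenin antibody stain plus DAPI / Material: human HeLa cell line / Incubation: compound treatment 24 h, 37°C, 5% CO2 / Read-out basis: % activation of per-cell nuclear versus cytoplasmic median beta-catenin signal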
# NOD2 inhibition – NOD2 signaling inhibitors, cell-based, luminescence, uHTS, HEK293 (AID 1566); HEK293 NOD2/NF-kB luciferase reporter, luminescence; higher % means a stronger effect; actives 0.63% (n = 290,000); one-dose inhibition, % at 4 µM; EC50 in µM for titrated hits; in the data active means inhibition above about 50%; further: many of its hits are not listed in these tables
# Yfh1-off respiration – enhancers of respiration in Yfh1-depleted yeast, dose response, Friedreich's ataxia, plus single-dose screen (AID 1465); S. cerevisiae Yfh1-off respiration, WST-1 reduction, 72 h; higher fold induction means a stronger effect; fold induction at 50 µM; hits with a dose series show EC50 in µM; actives 0.074% (n = 220,000);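 active means fold induction of absorbance versus untreated yeast above a set limit, then at least 30% activation at any dose in follow-up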;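 further: activators that raise dye reduction in frataxin-depleted yeast; strong numbers were not always called active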
# Dynein cargo inh – inhibitors of GR-EGFP nuclear translocation, primary screen, dynein cargo transport inhibitor project, imaging, high-content, 3617.4 mouse cells; test concentration mostly 20 µM; stimulated with dexamethasone, 1 µM; stronger effect = lower value; z-score, hits read low; actives 0.47% (n = 220,000); AID 1381, 2008;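 active means plate z-score of nuclear minus cytoplasmic receptor signal below a set negative limit, without overly bright fluorescence or cell loss, cut at about -3.5 in these data, passing the limit was not always enough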;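 further: z-score of nuclear minus cytoplasmic ring GR-EGFP intensity difference per well; some compounds called inactive have numbers as strong as hits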
#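 medium = tetracycline-free induction medium containing charcoal-stripped FBS | probe or stimulus = dexamethasone, 1.0 µM final | timing = 48 h induction, then 1 h compound, then 30 min agonist, 37 °C | detection = automated 10x imaging of fixed Hoechst-stained cells | read-out basis = nuclear versus cytoplasmic GR-EGFP signal, averaged per well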
# Autophagy HCS – autophagy modulators in MEF cells, primary screen, imaging, high-content, MEF GFP-LC3 | MEF GFP-LC3 puncta imaging; test concentration mostly 10 µM | calls only at 10 µM (by protocol) | actives 0.98% (n = 190,000) | AID 463193, 2010;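 active means percentage of spot-positive cells more than 3 SD above its plate mean, without a fluorescence outlier flag or 80% toxicity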;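 further: spot-positive cell cutoff set from DMSO-treated cells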
# WT yeast gro inh – growth inhibition of WT strain, primary screen, mitochondrial fusion inhibitor project, WT and mutant strains, chemical genetic | mitochondrial fusion phenotypic screen | inhibition, % at 10 µM | actives 2.1% (n = 190,000); in the data active means inhibition above about 58%; tested in S. cerevisiae
# MT stabilize HCS – microtubule stabilizers in HeLa cells, primary screen, imaging, high-content imaging; AID 2205, 2009; % tubulin-high responders, % at 10 µM; actives 0.83% (n = 200,000); HeLa tubulin immunostaining HCS, 24 h; share of cells brighter than vehicle mean+2SD;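 active means plate Z-score above 3 for both tubulin-high and condensed-nucleus cell shares, with cell loss under 80%, at 10 µM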;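 further: anti alpha tubulin signal scored within the nucleus-defined area of each cell; some results filed as inactive read as strong as hits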
# Insulin prom up – insulin promoter activators in MIN6 cells, imaging, high-content screening, mouse beta cells; actives 0.3% (n = 190,000); AID 1625, 2009; MIN6 insulin promoter-GFP reporter; stronger effect = higher value; z-score at 5 µM;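 active means z-score above 3 at 5 µM with at least 500 cells counted in the well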
# Lipid droplet – inhibitors of hepatocyte lipid droplet formation, primary screen, imaging, high-throughput imaging, BODIPY stain; AML12 mouse hepatocytes, oleate lipid droplets; inhibition, % at 6.5 µM; actives 0.4% (n = 240,000); AID 1656, 2009;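 active means lipid droplet intensity inhibited by at least 50%, with more than 500 cells counted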
#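 Test system: AML12 mouse liver cells; schedule: overnight exposure; technique: high-content imaging of BODIPY-stained droplets and DAPI nuclei; read-out: % inhibition of corrected integrated BODIPY droplet signal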
# WT yeast gro inh mutant strain – recorded beside WT yeast gro inh, whose call it bears; inhibition, %; mitochondrial fusion phenotypic screen, mutant strain inhibition
# Dynein cargo inh cytoplasmic EGFP – also measured in Dynein cargo inh; calls as there; z-score; measured here: cytoplasmic GR-EGFP intensity; stronger effect = higher value
# Dynein cargo inh nuclear GR-EGFP – recorded beside Dynein cargo inh, whose call it bears; z-score; measured here: nuclear GR-EGFP intensity;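 lower value marks the stronger effect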
# Dynein cargo inh cell count – second read-out of Dynein cargo inh, no call of its own (marks repeat the call); z-score; measured here: cell count per field
# Insulin prom up cell count – further read-out of Insulin prom up, marked with its call; cell count; measured here: cytotoxicity, nuclei count;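 total cells summed across four imaged fields per well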
# Lipid droplet cells 6.5 µM – second read-out of Lipid droplet, no call of its own (marks repeat the call); cell count; measured here: cell count, cytotoxicity flag;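 cells counted across two imaged fields per well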
# bCat nuc transl cell count 5 µM – also measured in bCat nuc transl; calls as there; cell count; measured here: cell count, cytotoxicity flag
# MT stabilize HCS Hoechst-high % – second read-out of MT stabilize HCS, no call of its own (marks repeat the call); % Hoechst-high responders; measured here: nuclear condensation Hoechst responders;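 share of cells brighter than vehicle mean plus two SD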
# MT stabilize HCS cytotoxicity % – second read-out of MT stabilize HCS, no call of its own (marks repeat the call); toxicity, %; measured here: cytotoxicity by cell density;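 0% = mean cell density of plate MIN control wells and 100% = no cells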
# Autophagy HCS cell loss 18 h – recorded beside Autophagy HCS, whose call it bears; toxicity, %; measured here: cell loss, nuclei count;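 cell loss after 18 h compound exposure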
# An asterisk follows results filed as active; i = inactive; x = not tested or not shown; + = active, no number. An excerpt; count on the stated rates, not on these rows.
SMILES,bCat nuc transl,bCat nuc transl cell count 5 µM,NOD2 inhibition,Yfh1-off respiration,Dynein cargo inh,Dynein cargo inh cytoplasmic EGFP,Dynein cargo inh nuclear GR-EGFP,Dynein cargo inh cell count,Autophagy HCS,Autophagy HCS cell loss 18 h,WT yeast gro inh,WT yeast gro inh mutant strain,MT stabilize HCS,MT stabilize HCS Hoechst-high %,MT stabilize HCS cytotoxicity %,Insulin prom up,Insulin prom up cell count,Lipid droplet,Lipid droplet cells 6.5 µM
Clc1ccc(Cn2ncc3c(NCc4cccnc4)ncnc32)cc1,x,x,17%,i,0.31,-0.25,0.31,-0.11,i,-1,6,2,3.6,2.6,1.8,-0.49,1175,-19,677
O=C(C1CCCO1)N1CCN(C(=S)Nc2ccc(Cl)cc2Cl)CC1 (stereo not drawn),-3.9,848,-3%,i,-0.17,-0.22,-0.12,0.21,i,2,-7,13,3.3,2.8,10,0.46,1398,-2,535
COc1ccc(NC(=O)N(Cc2ccc(C)cc2)Cc2ccccn2)c(OC)c1,x,x,x,i,1.4,-0.064,1.1,-1.2,i,6,7,1,2.9,2.9,6.8,x,x,x,x
Cc1sc2ncnc(-n3cnc4ccccc43)c2c1C,-0.5,902,12%,i,0.00096,0.5,-0.089,0.58,i,-2,11,10,1.2,1.2,5.2,0.52,1221,x,x
CCCC(C(=O)n1nc(C)cc1C)C(NS(=O)(=O)c1ccc(C)cc1)c1ccccc1 (stereo not drawn),-4.7,1249,-8%,i,0.19,0.059,0.53,-0.67,i,-2,5,11,2.7,2.3,8.1,-0.1,871,11,809
COC(=O)Cc1ccc(NC(=S)NCCC(C)C)cc1,x,x,13%,i,-0.47,-0.28,-0.34,-0.18,i,13,3,-4,3.6,1.5,3.0,-0.63,1309,-8,686
COc1ccc(/C(C)=N/NC(=O)c2sccc2-n2cccc2)cc1,-3.3,1127,0%,i,0.024,-0.25,0.066,-0.2,i,3,2,-4,3.5,2.3,9.9,0.64,1225,21,686
CCN(CC)c1ccc(-c2nc3cnccc3n2C)cc1,-3.8,969,-46%,i,-0.12,-0.13,0.36,-0.32,i,7,-2,5,3.0,2.1,4.1,-1.6,1102,x,x
CCOC(=O)c1[nH]ncc1CN1CCCC(C(=O)c2ccc(OC)cc2C)C1 (stereo not drawn),1.5,1122,5%,i,-1,-0.26,-0.4,0.83,i,4,4,10,5.0,2.5,7.2,0.72,1460,-2,672
COc1ccc(S(=O)(=O)Cc2ccc(C(=O)NCc3cccs3)o2)cc1,x,x,0%,i,-0.53,-0.18,-0.29,0.25,i,20,-4,-6,3.5,3.3,6.0,0.84,929,x,x
CCOC(=O)CSc1nnc(COc2cccc(C)c2)o1,-0.3,1016,6%,i,0.0082,-0.14,-0.071,0.31,i,14,-15,-9,2.4,2.4,3.4,-0.45,1394,0,691
O=C(O)c1ccc(NC2=C(Cl)C(=O)c3ccccc3C2=O)cc1,1.6,1304,-23%,i,-5.2*,1.2*,-2.5*,-1.7*,x,x,x,x,x,x,x,x,x,31,763
COC(=O)CCC(=O)OC1(C)C(=O)C=C2C=C(C3CC3)N(CCCOC(C)C)C=C2C1=O (stereo not drawn),-2.5,1212,-5%,i,0.66,-0.71,0.47,-0.36,x,x,x,x,x,x,x,x,x,-2,725
COc1cccc(NC(=O)C2C3CCC4C(CCC32)C4(Cl)Cl)c1 (stereo not drawn),2.7,490,-31%,i,0.38,-0.27,0.018,-0.39,i,7,46,23,2.7,3.4,3.2,-0.26,1295,-17,645
CCc1nc2ccccc2n1CCC(=O)O,8.2,494,5%,i,-0.39,-0.28,-0.64,0.26,i,4,-15,5,2.6,1.4,5.9,x,x,11,733
CC(C)n1nc(C(=O)Oc2ccc(Cl)cc2)c2ccccc2c1=O,-1.6,1156,-5%,i,-0.98,-0.15,-0.81,1.2,i,13,-7,9,1.3,2.0,5.9,-0.61,1344,1,542
COc1ccc(NC(=S)N/N=C/c2cccn2Cc2ccccc2F)cc1,0.9,1134,1%,i,-0.27,0.25,-0.12,0.5,i,3,2,24,9.7,1.6,2.1,-0.33,1353,-17,691
C=CCNC(=O)c1onc(CSc2cccc(Cl)c2)c1C(=O)O,0.1,1319,-18%,i,-0.4,-0.23,-0.81,-0.073,i,-3,18,13,3.8,1.7,6.7,-0.29,1684,x,x
Cc1ccc(NC(=O)CC2NCCN(Cc3ccccc3)C2=O)cc1 (stereo not drawn),-3.0,1227,25%,i,0.19,-0.16,0.093,-0.54,x,x,x,x,x,x,x,-0.08,1268,15,726
O=C(N1CCOCC1)N(Cc1ccco1)CC1CCCO1 (stereo not drawn),-1.4,1481,-22%,i,-0.36,-0.23,0.16,0.043,i,0,5,2,2.6,1.8,7.5,0.39,1491,x,x

# An excerpt of these results, with bars between the fields.
Molecule | bCat nuc transl | bCat nuc transl cell count 5 µM | NOD2 inhibition | Yfh1-off respiration | Dynein cargo inh | Dynein cargo inh cytoplasmic EGFP | Dynein cargo inh nuclear GR-EGFP | Dynein cargo inh cell count | Autophagy HCS | Autophagy HCS cell loss 18 h | WT yeast gro inh | WT yeast gro inh mutant strain | MT stabilize HCS | MT stabilize HCS Hoechst-high % | MT stabilize HCS cytotoxicity % | Insulin prom up | Insulin prom up cell count | Lipid droplet | Lipid droplet cells 6.5 µM
CC(C)n1nc(C(=O)Oc2ccc(Cl)cc2)c2ccccc2c1=O | -1.6 | 1156 | -5% | i | -0.98 | -0.15 | -0.81 | 1.2 | i | 13 | -7 | 9 | 1.3 | 2.0 | 5.9 | -0.61 | 1344 | 1 | 542
COc1ccc(NC(=S)N/N=C/c2cccn2Cc2ccccc2F)cc1 | 0.9 | 1134 | 1% | i | -0.27 | 0.25 | -0.12 | 0.5 | i | 3 | 2 | 24 | 9.7 | 1.6 | 2.1 | -0.33 | 1353 | -17 | 691
C=CCNC(=O)c1onc(CSc2cccc(Cl)c2)c1C(=O)O | 0.1 | 1319 | -18% | i | -0.4 | -0.23 | -0.81 | -0.073 | i | -3 | 18 | 13 | 3.8 | 1.7 | 6.7 | -0.29 | 1684 | x | x
Cc1ccc(NC(=O)CC2NCCN(Cc3ccccc3)C2=O)cc1 (stereo not drawn) | -3.0 | 1227 | 25% | i | 0.19 | -0.16 | 0.093 | -0.54 | x | x | x | x | x | x | x | -0.08 | 1268 | 15 | 726

# The list continues:
SMILES,bCat nuc transl,bCat nuc transl cell count 5 µM,NOD2 inhibition,Yfh1-off respiration,Dynein cargo inh,Dynein cargo inh cytoplasmic EGFP,Dynein cargo inh nuclear GR-EGFP,Dynein cargo inh cell count,Autophagy HCS,Autophagy HCS cell loss 18 h,WT yeast gro inh,WT yeast gro inh mutant strain,MT stabilize HCS,MT stabilize HCS Hoechst-high %,MT stabilize HCS cytotoxicity %,Insulin prom up,Insulin prom up cell count,Lipid droplet,Lipid droplet cells 6.5 µM
COC(=O)CCC/C=C1/SCC(NC(=O)c2ccccc2)/C1=N/O (stereo not drawn),6.7,810,6%,i,0.064,-0.31,0.29,0.39,i,14,10,14,1.8,1.7,3.8,x,x,-7,662
C#CC1(NC(=O)NC(C)C)CCCCC1,0.6,1526,18%,i,0.16,-0.21,-0.28,0.77,i,-4,4,-8,1.7,1.7,5.3,0.02,1550,5,750
Cc1ccc(-c2cc(C(=O)NCc3ccco3)no2)cc1,x,x,-93%,i,1.5,-0.21,0.73,-0.15,i,-2,-16,-5,2.9,2.4,8.2,0.56,1229,-24,758
O=C(C1=C(O)C(=O)N(CCN2CCOCC2)C1c1ccncc1)c1ccco1 (stereo not drawn),-2.1,1449,0%,i,-0.79,-0.15,0.081,0.67,i,-7,11,-11,2.0,3.6,13,0.45,1442,x,x
CCCCCC(=O)Nc1ccc(-c2cn3cccnc3n2)cc1,-1.1,1179,6%,i,0.57,-0.32,0.57,0.09,i,-2,10,10,3.4,2.0,9.5,-0.1,1316,3,673
Cc1c(C(=O)O/N=C(\N)c2ccccn2)cccc1[N+](=O)[O-],0.4,1392,-93%,i,1.7,-0.063,0.73,-2.5,x,x,x,x,x,x,x,-0.33,1140,-8,713
CC(=O)N1CCC(Nc2ccc(C)cc2)CC1,x,x,7%,i,-0.072,-0.15,0.14,-0.47,i,15,2,0,6.4,2.7,4.1,-1.7,806,x,x
CCN1C(=S)SC(=O)C1=C1C=C(C)OC(C)=C1,1.4,1140,-51%,i,0.29,0.79,0.53,0.73,i,21,-2,-7,2.1,1.3,4.2,-0.95,840,x,x
Oc1ccc(Cl)cc1C1=Nc2ccccc2N=C(c2ccco2)C1,-6.6,1224,22%,i,-0.9,-0.17,-0.73,0.092,+,66*,1,-14,i,x,100,4.3*,1127*,0,748
Cc1ccc(Nc2nnc(-c3ccc4c(c3)OCO4)o2)c(C)c1,-0.8,1190,-66%,i,0.042,-0.12,-0.24,0.57,x,x,x,x,x,x,x,0.44,1385,13,422
CC(=O)Oc1cc2c(C(=O)NCc3ccncc3)c(C)oc2c2ccccc12,1.5,1041,8%,i,-0.47,-0.78,0.071,-0.11,x,x,11,4,x,x,x,-0.64,749,24,759
COc1ccc(-c2csc(NC(=O)CCCc3cccs3)n2)cc1,4.6,991,12%,i,-0.92,-0.21,-0.68,0.98,i,-2,-15,31,5.0,2.9,6.2,-0.73,1368,-3,687
O=C(CCC(=O)N(CC(=O)NC1CCCC1)C1CCCCC1)Nc1ccccn1,1.9,1518,-11%,i,-0.08,-0.24,-0.3,0.79,i,1,-12,8,1.1,1.6,11,-0.38,1541,2,718

# Assay outcomes as filed in PubChem.
